Akt phos inh: Akt phosphorylation inhibition; Neuro2A IGF-stimulated pAkt S473 HTRF, 20 min; active compounds read low; activity change, % for hits at 50 µM; hit rate 0.32% among 360,000; in the data active = activity change below about -80%; inconclusive = mostly about -51% to -80%; also: % is scaled to controls: 0 for no effect and ±100 for the full control effect
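Neuro2A cells (4,500/well, DMEM with 0.5% FBS) were treated with compound at a single 50 µM final concentration, stimulated with 6 nM IGF for 20 min at 37 °C, and lysed. Phospho-Akt Ser473 was read by HTRF as 665/615 ratio ×10^4.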
PTHR1 ag: agonists of human PTHR1 parathyroid hormone receptor; Q03431; HEK293 GP2 PTHR1 cells, GloSensor cAMP luminescence, 1 h; Potency, µM (series often up to 115 µM), without a hit: top-dose activation, most hits filed as activators; hit rate 0.075% among 410,000; also: potency is read from the fitted curve at half-maximal effect; nearly all actives have a fitted effect of over 55% in size; some results filed as inactive show a strong effect at the top dose; inactives centre near -15; many of its hits are not listed in these tables
Target sequence (Q03431 whole entry, looked up): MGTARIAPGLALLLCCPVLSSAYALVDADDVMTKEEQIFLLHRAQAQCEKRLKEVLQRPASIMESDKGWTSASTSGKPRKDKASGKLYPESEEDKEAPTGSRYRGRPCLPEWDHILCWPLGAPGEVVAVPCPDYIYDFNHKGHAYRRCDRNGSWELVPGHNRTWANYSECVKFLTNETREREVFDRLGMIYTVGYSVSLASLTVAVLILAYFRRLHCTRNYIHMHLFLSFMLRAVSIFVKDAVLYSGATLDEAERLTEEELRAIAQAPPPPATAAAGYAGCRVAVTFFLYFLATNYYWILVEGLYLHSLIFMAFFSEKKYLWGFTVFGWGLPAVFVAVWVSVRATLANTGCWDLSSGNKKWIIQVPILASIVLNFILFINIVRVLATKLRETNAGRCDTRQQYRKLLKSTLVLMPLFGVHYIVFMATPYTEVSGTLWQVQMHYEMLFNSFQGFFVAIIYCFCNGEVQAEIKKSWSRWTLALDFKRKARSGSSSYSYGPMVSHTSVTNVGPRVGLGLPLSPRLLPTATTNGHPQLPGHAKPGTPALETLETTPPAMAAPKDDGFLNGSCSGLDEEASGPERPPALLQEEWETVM
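HEK-293-derived GP2 cells expressing PTHR1 and a GloSensor cAMP reporter, 3,000/well, plated overnight, given luciferin plus IBMX (each 0.5 mM as added) for 1 h at 37 °C, then compound for 1 h at 37 °C. Luminescence was read after 15 min at room temperature.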
Mm-Cpn inhibitor: inhibitors of Methanococcus maripaludis chaperonin (MmCpn); purified Mm-Cpn ATPase, ADP Transcreener TR-FRET; Potency, µM (doses to about 76.9 µM), inactives show top-dose activity, negative = inhibition, hits mostly inhibitors; hit rate 0.031% among 330,000; also: potency is read from the fitted curve at half-maximal effect; % is scaled to controls: 0 for no effect and ±100 for the full control effect; nearly all actives have a fitted effect of over 80% in size
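ATP (10 uM final) was added to archaeal chaperonin (25 nM final) after 10 min exposure to test compound at 37°C; after 30 min further incubation, ADP was detected by competitive TR-FRET.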
aSyn yeast inh: rescues yeast growth from alpha-synuclein toxicity. Yeast expressing alpha-synuclein, growth rescue, BacTiter-Glo, 24 h. Potency, µM (titrated, usually from 46.1 µM), for the others: top-dose growth rescue (activation), usual class: activators. hit rate 0.14% among 370,000. AID 652106; also: potency is read from the fitted curve at half-maximal effect; % of control where 0% means no effect; nearly all actives have a fitted effect of over 65% in size
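Screening used galactose-induced yeast with toxic alpha-synuclein levels, exposed to compound for 24 hr at 30 deg C. Cell growth, read with BacTiter-Glo luminescence, gave the measured signal.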
GLP-1R inv ag: inverse agonists of human GLP-1 receptor. HEK293 GLP-1R CRE-luciferase, luminescence, 24 h; GLP-1R form is constitutively active. AID 624417. hit rate 1.6% among 410,000. Potency, µM (doses to about 38.3 µM), without a hit: top-dose activity change, negative = inhibition, actives largely listed as inhibitors. P43220; also: potency is read from the fitted curve at half-maximal effect; % is scaled to controls: 0 for no effect and ±100 for the full control effect; nearly all actives have a fitted effect of over 55% in size
Target sequence (P43220 whole entry, looked up): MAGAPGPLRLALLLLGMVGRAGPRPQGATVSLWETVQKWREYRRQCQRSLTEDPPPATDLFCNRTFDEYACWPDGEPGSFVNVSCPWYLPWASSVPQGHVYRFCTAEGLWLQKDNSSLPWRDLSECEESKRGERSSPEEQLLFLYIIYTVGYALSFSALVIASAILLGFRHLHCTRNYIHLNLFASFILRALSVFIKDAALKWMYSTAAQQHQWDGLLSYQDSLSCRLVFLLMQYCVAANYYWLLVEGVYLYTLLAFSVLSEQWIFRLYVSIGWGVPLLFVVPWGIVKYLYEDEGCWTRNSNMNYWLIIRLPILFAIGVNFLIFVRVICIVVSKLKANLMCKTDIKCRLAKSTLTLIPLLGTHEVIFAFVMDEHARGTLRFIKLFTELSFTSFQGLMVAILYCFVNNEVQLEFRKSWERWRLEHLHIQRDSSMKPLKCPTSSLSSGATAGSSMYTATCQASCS
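Constitutively active GLP-1R drives a cAMP-responsive luciferase in stably transfected HEK293 cells; test compounds are added after overnight (12 h) attachment and left 24 hr, and signal loss in luminescence marks inhibition.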
Abeta yeast res: compounds reversing amyloid beta toxicity in yeast. yeast expressing A-beta42, growth rescue, OD600, 48 h; response scale: 0% DMSO, 100% iron-clioquinol control. Potency, µM (highest dose often 46.1 µM), inactives show top-dose growth rescue, usual class: activators. hit rate 0.063% among 410,000. AID 1347071; also: potency is read from the fitted curve at half-maximal effect; nearly all actives have a fitted effect of over 55% in size
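Yeast growth medium received pinned compounds, then yeast cells expressing toxic A-beta were added; plates incubated at 30 C for 48 hr. Growth read as absorbance at 600 nm, normalized to DMSO and equimolar FeCl3 plus clioquinol controls.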
TDP-43 yeast inh: rescues yeast growth from TDP-43 toxicity; TDP-43 expressing yeast growth rescue, BacTiter-Glo, 24 h; Potency, µM (titrated, usually from 46.1 µM), without a hit: top-dose growth rescue (activation), most hits filed as activators; hit rate 1.8% among 410,000; AID 652104; also: potency is read from the fitted curve at half-maximal effect; % of control where 0% means no effect; nearly all actives have a fitted effect of over 50% in size
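Yeast expressing TDP-43 (pregrown in raffinose, seeded at OD600=0.02 in galactose medium) exposed to compounds 24 hr at 30 deg C. Growth read by BacTiter-Glo luminescence; rescue of toxicity appears as increased signal.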
FUS yeast rescue: rescues growth of FUS-expressing yeast. S. cerevisiae FUS-expressing, growth rescue, OD600, 24 h. Potency, µM (titrated, usually from 76.6 µM), without a hit: at the highest dose growth rescue (activation), actives largely listed as activators. hit rate 0.24% among 390,000;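 also: potency is read from the fitted curve at half-maximal effect; plate controls were DMSO vehicle for no effect and reference control for full effect; nearly all actives have a fitted effect of over 55% in size; some results filed as inactive show a strong effect at the top dose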
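Absorbance at 600 nm, taken 24hr after compound addition, measured rescue of FUS-yeast growth at 30C. Induction used 2% galactose with seeding at OD 0.005. Controls: CP55940 from 92uM final, DMSO only.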
HEK293 tox: cytotoxicity counter-screen for GLP-1 receptor inverse agonists | hit rate 0.13% among 410,000 | AID 624418 | HEK293 cAMP-luciferase reporter cells, luminescence, 24 h | Potency, µM (titrated, usually from 38.3 µM), for the others: at the top dose activity change, negative = inhibition, most hits filed as inhibitors;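 also: loss of luciferase light is scored as toxicity; potency is read from the fitted curve at half-maximal effect; % is scaled to controls: 0 for no effect and ±100 for the full control effect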
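Step one: seed cells (200 cells/uL, DMEM with 10% Nu serum, 1% pen-strep). Step two: 12-hour incubation at 37 deg C. Step three: pin 23 nL compound, incubate 24 hr. Step four: add luciferase reagent, read luminescence 12 min later.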
Active calls of the source: *; i = inactive; ? = inconclusive; . = no result given; & = joins results of further samples; [ ] = remark or other dose. Unless noted, calls follow the shape of the dose curve; as a rule, active = well fitted curve in the direction sought with a large enough effect; inconclusive = small, poorly fitted or top-dose-only effect, or another doubt; inactive = no such curve, though single readings can be large; an effect the other way counts as inactive or inconclusive. The list is partial; rates above refer to the full screens.

The first four records as a preview:
SMILES	Akt phos inh	PTHR1 ag	Mm-Cpn inhibitor	aSyn yeast inh	GLP-1R inv ag	Abeta yeast res	TDP-43 yeast inh	FUS yeast rescue	HEK293 tox
S=C(Nc1cccc(Cl)c1)N1CCN(Cc2ccccc2)CC1	i	i	2%	0%	-23%	10%	8%	2%	-12%
O=C(COC(=O)c1cccc(-n2cnnn2)c1)c1ccc(F)c(F)c1	i	-12%	.	0%	26%	5%	9%	-16%	3%
Nc1nc(-c2ccccc2)c(CCCOc2ccc([N+](=O)[O-])cc2)c(=O)[nH]1	i	-35%[inhibitor]	.	1%	8%	-3%	8%	.	9%
CO[C@H]1CN(C)C(=O)c2ccc(NC(=O)C3CCC3)cc2OC[C@H](C)N(CC2CCCCC2)C[C@@H]1C	i	-6%	.	0%	?	1%	21%	2%	-7%

All compounds of this part (from the top)
SMILES	Akt phos inh	PTHR1 ag	Mm-Cpn inhibitor	aSyn yeast inh	GLP-1R inv ag	Abeta yeast res	TDP-43 yeast inh	FUS yeast rescue	HEK293 tox
S=C(Nc1cccc(Cl)c1)N1CCN(Cc2ccccc2)CC1	i	i	2%	0%	-23%	10%	8%	2%	-12%
O=C(COC(=O)c1cccc(-n2cnnn2)c1)c1ccc(F)c(F)c1	i	-12%	.	0%	26%	5%	9%	-16%	3%
Nc1nc(-c2ccccc2)c(CCCOc2ccc([N+](=O)[O-])cc2)c(=O)[nH]1	i	-35%[inhibitor]	.	1%	8%	-3%	8%	.	9%
CO[C@H]1CN(C)C(=O)c2ccc(NC(=O)C3CCC3)cc2OC[C@H](C)N(CC2CCCCC2)C[C@@H]1C	i	-6%	.	0%	?	1%	21%	2%	-7%
CCOc1ccc2nc(NC(=O)c3cnc(C)cn3)sc2c1	i	-2%[57.5 µM]	4%	-3%	8%	7%	19%	29%	-11%
COc1ccc(C(C)C)cc1-c1cc(C(=O)NCc2cccc(C(F)(F)F)c2)[nH]n1	i	-29%	.	1%	?	1%	18%	-5%	-3%
COCCc1nn2c(=O)cc(COC(=O)c3ccc(C(C)(C)C)cc3)nc2s1	.	-78%[inhibitor]	.	.	-10%	-6%	-8%	?	0%
O=C(c1ccc(S(=O)(=O)N2CCCCC2)cc1)N1CCN(c2ccccc2)CC1	i	-33%[inhibitor]	1%	8%	0%	4%	-6%	?	-15%
COc1cc(/C=C/c2cc[n+](C)cc2)ccc1OCC(=O)Nc1ccccc1	i	i	-7%	-2%	-2%	0%	-6%	-4%	170%[activator]
CCc1ccc(NC(=O)Cn2nnc(-c3ccccc3N)n2)cc1	.	i	.	.	?	10%	6%	12%	-4%
Cc1cc(SCC(=O)Nc2cccc(S(=O)(=O)NC3=NCCCCC3)c2)nc2ccccc12	i	-21%	-14%	3%	-4%	19%	14%	?	4%
Cc1ccc(CC2CC(=O)N(C(Cc3ccccc3)C(=O)O)C2=O)cc1 (configuration not stated)	i	i	-5%	-3%	4%	-18%	-7%	10%	13%
O=C(NC1CCCCC1)N1CCCC(CNS(=O)(=O)Cc2ccccc2)C1 (configuration not stated)	i	i	-2%	1%	-10%	-14%	-7%	-22%	13%
COc1c(C)cccc1C(=O)Nc1ccc(CN2CCCCC2)cc1	.	-24%	-1%	.	17%	-5%	-5%	-11%	8%
CCCCNC(=O)c1onc(CSc2cccc(OC)c2)c1C(=O)O	i	i	-1%	-4%	-30%	-5%	0%	-2%	4%
Cc1ccccc1N1C(=O)CC(N(O)c2ccccc2)C1=O (configuration not stated)	i	i	0%	0%	3%	7%	4%	21%	83%[activator]
O=C(NC1=NCCS1)c1ccc(Cl)c(S(=O)(=O)N2CCc3ccccc32)c1	i	-40%[inhibitor]	-1%	-10%	-65%	-8%	16%	-16%	3%
O=C(c1cccc(S(=O)(=O)N2CCOCC2)c1)N1CCCc2ccccc21	i	-20%	-2%	0%	3%	13%	9%	3%	0%
Cc1cnc(NC(=O)c2ccc(Cl)nc2)s1	i	-28%	-3%	-11%	62%[activator]	6%	7%	26%	?
CC(=O)c1cccc(CN2CCC(CO)(CCCc3ccccc3)CC2)c1	i	i	4%	-1%	-47%	15%	3%	3%	12%

Part of the list above in another layout.
Below each SMILES – Akt phos inh, PTHR1 ag, Mm-Cpn inhibitor, aSyn yeast inh, GLP-1R inv ag, Abeta yeast res, TDP-43 yeast inh, FUS yeast rescue, HEK293 tox
> CCCCNC(=O)c1onc(CSc2cccc(OC)c2)c1C(=O)O
→ i, i, -1%, -4%, -30%, -5%, 0%, -2%, 4%
> CCc1ccc(NC(=O)Cn2nnc(-c3ccccc3N)n2)cc1
→ ., i, ., ., ?, 10%, 6%, 12%, -4%
> CCOc1ccc2nc(NC(=O)c3cnc(C)cn3)sc2c1
→ i, -2%[57.5 µM], 4%, -3%, 8%, 7%, 19%, 29%, -11%
> Cc1ccccc1N1C(=O)CC(N(O)c2ccccc2)C1=O (configuration not stated)
→ i, i, 0%, 0%, 3%, 7%, 4%, 21%, 83%[activator]
> Cc1ccc(CC2CC(=O)N(C(Cc3ccccc3)C(=O)O)C2=O)cc1 (configuration not stated)
→ i, i, -5%, -3%, 4%, -18%, -7%, 10%, 13%
> Nc1nc(-c2ccccc2)c(CCCOc2ccc([N+](=O)[O-])cc2)c(=O)[nH]1
→ i, -35%[inhibitor], ., 1%, 8%, -3%, 8%, ., 9%

Further records
SMILES	Akt phos inh	PTHR1 ag	Mm-Cpn inhibitor	aSyn yeast inh	GLP-1R inv ag	Abeta yeast res	TDP-43 yeast inh	FUS yeast rescue	HEK293 tox
CCN1C(=O)[C@H]2[C@@H](c3ccc(-c4cc(C(C)=O)cs4)cc3)N3CCC[C@@]3(C(=O)OC)[C@H]2C1=O	i	-38%[inhibitor]	-7%	-4%	6%	6%	13%	-7%	-5%
COc1cc(OC)c(Cl)cc1N	i	i	-1%	-1%	5%	-23%	-10%	5%	-18%
CCn1c(Cc2cccs2)nnc1SCC(=O)c1ccc(C)cc1	i	-28%	-3%	17%	?	-4%	-4%	40%	-12%
CC1CCc2c(sc(NC(=O)c3cccs3)c2C(=O)O)C1 (configuration not stated)	i	-25%	2%	-21%	-30%	-6%	-3%	-17%	-17%
CC(C)(C)c1ccc(COn2ccnc2)cc1	i	-14%	4%	-7%	8%	7%	-5%	-3%	8%
COc1ccc(S(=O)(=O)NNC(=O)c2csc(-n3nc(C)cc3C(F)(F)F)n2)cc1	i	-3%[57.5 µM]	1%	0%	31%[activator]	23%	-6%	16%	-6%
Cc1cccc(C(=O)N(Cc2nc3ccccc3c(=O)[nH]2)C2CCCC2)c1	i	-17%	2%	15%	?	1%	-16%	29%	3%
CCN(CC)CCn1c2c(c(SCC(=O)Nc3cccc(C(C)=O)c3)nc1=O)CCCC2	i	16%	-3%	2%	?	-15%	-31%[inhibitor]	29%	3%
Cc1ccc2cccc(OCc3nnc(SCC(=O)O)n3C)c2n1	i	i	-1%	-3%	6%[7.66 µM]	3%	5%[9.22 µM]	3%	-3%[7.66 µM]
COc1ccc(CNC(=O)c2ccc(-n3cncn3)c3ccoc23)cc1OC	i	i	.	-2%	11%	4%	30%	-3%	-9%
COC(=O)c1c(C)noc1-c1cc(C)on1	i	-6%	1%	0%	4%	8%	9%	-18%	17%
Nc1ccn(CC(=O)N2CCN(c3ccccn3)CC2)c(=O)n1	i	14%	-2%	-4%	-2%	-9%	-1%	-28%	-10%
CC(C)N1CCC(N2CCN(Cc3ccc(-c4ccccc4Cl)o3)CC2CCO)CC1 (configuration not stated)	i	i	0%	4%	?	-18%	-8%[9.22 µM]	28%	2%[7.66 µM]
COC(=O)C1=C(C)N(Cc2ccccc2)C(=NCCc2c[nH]c3ccccc23)N[C@H]1c1ccccc1	i	-8%	2%&1%	2%	?	6%	12%	38%	-29%
Oc1ccccc1Cc1c(O)ccc2ccccc12	i	-24%	1%	18%	0%	-5%	16µM*	4%	6%
COC(=O)CSC1=C(C#N)C(c2ccc(C(C)C)cc2)CC(=O)N1 (configuration not stated)	i	-91%[inhibitor]	-1%	1%	-7%	20%	4%	-25%	0%
COCCc1nc2ccc(C(=O)N3CCCCC3COC)cc2o1 (configuration not stated)	i	-2%	2%	1%	-3%	3%	11%	-6%	-18%
Cc1cc(C(=O)NCc2ccccc2Br)no1	i	i	1%	7%	2%	21%	7%	2%	1%
Clc1cccc(NCc2nnc3n2CCCCC3)c1	i	i	1%	-4%	4%	-21%	-13%	23%	1%
COc1cccc(OCC(=O)NC2CCS(=O)(=O)C2)c1 (configuration not stated)	i	i	0%	1%	7%	-4%	9%	-17%	-4%
Cc1noc(C)c1COc1ccc(C(=O)N2CCN(c3ccccc3O)CC2)cc1	i	-43%[inhibitor]	1%	-1%	-13%	-11%	-7%	43%	-6%
CCCn1c(=N)n(CC(O)c2ccc(C)cc2)c2ccccc21 (configuration not stated)	i	i	1%	2%	?	2%	-16%	11%	?
CCCN1Cc2cccc(C(N)=O)c2C1=O	i	-4%	1%	0%	10%	14%	7%	-19%	8%
Cc1ccc(C2C3C(=O)N(c4ccccc4)C(=O)C3N3CCCN23)cc1 (configuration not stated)	i	-17%	0%	0%	7%	4%	-2%	13%	-1%

Screening data deposited in PubChem BioAssay by National Center for Advancing Translational Sciences (NCATS).
